Compound activity: PubChem BioAssay, The Scripps Research Institute Molecular Screening Center
TEAD-YAP block = TEAD-YAP interaction inhibition; HEK-TIYL cells, TEAD-Gal4/YAP UAS-luciferase luminescence; inhibition, % at 9.12 µM; 640,000 compounds, 1.4% hits; in the data active = inhibition above about 32%;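 also: 0% = median of test compound wells and 100% = reference inhibitor wells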
MITF inh = blocks human microphthalmia-associated transcription factor | O75030 | AlphaScreen MITF homodimerization, bead proximity signal | inhibition, % at 2.6 µM | 650,000 compounds, 0.91% hits | AID 1259374; in the data active = inhibition above about 50%;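 also: 0% = vehicle wells with protein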
Target sequence (O75030 whole entry, looked up): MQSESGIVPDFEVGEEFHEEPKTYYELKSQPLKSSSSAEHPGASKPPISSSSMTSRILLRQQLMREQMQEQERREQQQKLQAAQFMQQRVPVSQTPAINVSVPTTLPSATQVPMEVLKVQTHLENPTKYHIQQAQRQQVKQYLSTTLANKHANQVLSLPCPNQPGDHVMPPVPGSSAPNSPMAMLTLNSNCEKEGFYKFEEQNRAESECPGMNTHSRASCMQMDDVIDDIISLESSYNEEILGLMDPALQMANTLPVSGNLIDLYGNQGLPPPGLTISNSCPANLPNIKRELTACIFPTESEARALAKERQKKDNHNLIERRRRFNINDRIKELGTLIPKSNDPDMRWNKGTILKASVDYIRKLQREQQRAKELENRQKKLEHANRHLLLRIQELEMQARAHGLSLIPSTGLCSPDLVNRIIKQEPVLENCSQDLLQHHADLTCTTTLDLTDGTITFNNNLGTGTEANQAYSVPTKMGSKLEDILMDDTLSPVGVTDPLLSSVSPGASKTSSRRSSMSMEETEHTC
FBW7 activator = activators of human E3 ligase FBW7 | AlphaScreen FBW7–phospho-cyclin E peptide binding, activator screen | normalized activity (activation), % at 26.1 µM | 650,000 compounds, 0.13% hits; in the data active = normalized activity above about 1.9%;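 also: purified mutant Fbw7 with reduced substrate affinity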
GPR151 activ = human GPR151 activation | 650,000 compounds, 1% hits | PathHunter beta-arrestin GPR151 cells, luminescence | activation, % at 11.2 µM | Q8TDV0; in the data active = activation above about 4.9%;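 also: 0% = median of compound wells and 100% = cells with positive control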
Target sequence (Q8TDV0 whole entry, looked up): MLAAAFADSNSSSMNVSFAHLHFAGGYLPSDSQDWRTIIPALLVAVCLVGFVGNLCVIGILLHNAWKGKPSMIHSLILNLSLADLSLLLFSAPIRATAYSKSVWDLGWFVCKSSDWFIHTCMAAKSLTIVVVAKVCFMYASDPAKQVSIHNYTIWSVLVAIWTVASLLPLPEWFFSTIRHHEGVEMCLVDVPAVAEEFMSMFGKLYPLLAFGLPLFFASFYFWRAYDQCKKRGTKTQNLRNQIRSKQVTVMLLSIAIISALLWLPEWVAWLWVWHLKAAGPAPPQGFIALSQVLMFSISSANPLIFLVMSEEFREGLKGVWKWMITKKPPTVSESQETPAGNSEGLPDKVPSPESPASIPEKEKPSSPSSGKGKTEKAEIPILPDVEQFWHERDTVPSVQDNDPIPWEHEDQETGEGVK
Active calls of the source: *; & = joins results of further samples.

Screening CC(C)C(CCC(=O)Nc1ccccn1)C(=O)O (centres undefined) returned TEAD-YAP block -2, MITF inh -3, FBW7 activator 0.1 and GPR151 activ -0.2.
`COCCn1c(=S)[nH]c2cc(C(=O)N3CCN(C)CC3)ccc2c1=O` gave TEAD-YAP block 10, MITF inh 4, FBW7 activator 0.2 and GPR151 activ 1.2.
`Cc1sc(NC(=O)CN(C(=O)C2CC2)C2CCCC2)c(C(N)=O)c1C` gave TEAD-YAP block 8, MITF inh 9, FBW7 activator 0.0 and GPR151 activ 0.2.
Screening O=C(CC1(O)C(=O)Nc2ccc(Cl)cc21)c1ccc2c(c1)CCCC2 (centres undefined) returned TEAD-YAP block 5, MITF inh 12, FBW7 activator -0.1 and GPR151 activ 1.0.
Screening C=CCn1c(NCc2ccc3c(c2)OCO3)nc2ccccc21 returned TEAD-YAP block -62, MITF inh -3, FBW7 activator -0.3 and GPR151 activ 2.4.
CC1CC(=O)N(Cc2ccccc2)c2ccccc2N1C=O (centres undefined) was read as TEAD-YAP block -2, MITF inh -1, FBW7 activator 0.0 and GPR151 activ 1.3.
`O=C(O)c1ccccc1NC1=Nc2ccccc2CC1` gave TEAD-YAP block -4, MITF inh -4, FBW7 activator 0.1 and GPR151 activ 1.3.
Screening CC(C)Oc1ccc2c(=O)c(-c3ccc4c(c3)OCCO4)coc2c1 returned TEAD-YAP block -53, MITF inh -3, FBW7 activator -0.1 and GPR151 activ -2.6.
Cc1nc(CN(C)C(=O)CC2C(=O)NCCN2Cc2cccc3ccccc23)cs1 (centres undefined) was read as TEAD-YAP block 1, MITF inh 11, FBW7 activator 0.1 and GPR151 activ -1.1.
For Cc1nnc(NC(=O)/C=C/c2cccc([N+](=O)[O-])c2)s1 the results were TEAD-YAP block 3, MITF inh 0, FBW7 activator -0.1 and GPR151 activ 1.7.
Cc1c(NC(N)=S)c(=O)n(-c2ccccc2)n1C was read as TEAD-YAP block 13&8, MITF inh 14&11, FBW7 activator 0.6&1.3 and GPR151 activ -1.1&0.3.
`Clc1cnc(N/N=C/c2sc(N3CCOCC3)nc2-c2ccccc2)c(Cl)c1` gave TEAD-YAP block -4, MITF inh -22, FBW7 activator -0.1 and GPR151 activ 0.8.
Screening Cc1cc(NCC(C)c2ccccc2)n2nnnc2n1 (centres undefined) returned TEAD-YAP block -1, MITF inh 6, FBW7 activator -0.1 and GPR151 activ 2.5.
O=C(NCCn1nc(-c2ccco2)ccc1=O)C1CCCCC1 was read as TEAD-YAP block -9, MITF inh -8, FBW7 activator -0.1 and GPR151 activ 0.6.
`Nc1nnc(SCC(=O)Nc2ccccc2)s1` gave TEAD-YAP block -4, MITF inh 7, FBW7 activator 0.0 and GPR151 activ 0.0.
For O=C1OC(c2ccccc2Cl)=N/C1=C\C=C\c1ccccc1 the results were TEAD-YAP block 2, MITF inh 2, FBW7 activator -0.1 and GPR151 activ 1.4.
`C/C(=N\NC(=O)c1cccs1)c1cccc(Br)c1` gave TEAD-YAP block -38, MITF inh 8, FBW7 activator 0.5 and GPR151 activ -0.5.
`CCCOc1ccc(/C=C/C(=O)Nc2ccc(C(C)=O)cc2)cc1OC` gave TEAD-YAP block -4, MITF inh 5, FBW7 activator 0.3 and GPR151 activ -0.7.
Brc1ccc(OCCCCCCn2ccnc2)cc1 was read as TEAD-YAP block 13, MITF inh -4, FBW7 activator -0.1 and GPR151 activ 1.3.
For CCOC(=O)c1c(N)sc2c1C1CCN2CC1 the results were TEAD-YAP block -13, MITF inh 0, FBW7 activator 0.0 and GPR151 activ -1.0.
For CC(=O)N1CCN(c2cc(Cl)ccc2C)CC1 the results were TEAD-YAP block -5, MITF inh 20, FBW7 activator 0.7 and GPR151 activ -0.3.
`CC(C)C(NC(=O)C1CCOC1)c1nnc2n1CCN(C(=O)CC1CCCC1)CC2` (centres undefined) gave TEAD-YAP block -4, MITF inh -8, FBW7 activator -0.1 and GPR151 activ 0.0.
COc1ccc(OCC(=O)NC2CCCCC2)cc1 was read as TEAD-YAP block -4, MITF inh 0, FBW7 activator 0.2 and GPR151 activ 1.5.
c1ccc2sc(SCCCN3CCCCC3)nc2c1 was read as TEAD-YAP block -59, MITF inh 44, FBW7 activator 0.3 and GPR151 activ -0.9.
C[C@H](O)[C@H]1NC(=O)[C@H]2CN(Cc3cnn(-c4cccc(Cl)c4)c3)CCN2C1=O was read as TEAD-YAP block 3, MITF inh 20, FBW7 activator 0.3 and GPR151 activ -0.7.
Cc1ccc(/C(O)=C2\C(=O)C(=O)N(Cc3cccnc3)C2c2ccccc2)cc1 (centres undefined) was read as TEAD-YAP block 5, MITF inh -4, FBW7 activator 0.0 and GPR151 activ -1.0.
`CC1CCc2c(sc3nc(CN(C)C)[nH]c(=O)c23)C1` (centres undefined) gave TEAD-YAP block -22, MITF inh 7, FBW7 activator -0.1 and GPR151 activ -1.4.
Screening O=C(N[C@H]1C[C@H]2C(=O)N3CCC[C@@H]3C(=O)N2C1)c1cnn(-c2ccccc2)c1C(F)(F)F returned TEAD-YAP block 11, MITF inh 21, FBW7 activator 0.5 and GPR151 activ -2.1.
For CCc1cccc(OCCCN2CCN(C)CC2)c1 the results were TEAD-YAP block -1, MITF inh 43, FBW7 activator -0.1 and GPR151 activ 2.1.
Screening C=CCn1cc(/C=c2\sc3n(c2=O)C(c2ccc(Cl)cc2)C(C(=O)OCC)=C(C)N=3)c2ccccc21 (centres undefined) returned TEAD-YAP block -1, MITF inh 16, FBW7 activator 0.1 and GPR151 activ 1.3.
`CC1Cc2ccccc2N1S(=O)(=O)c1ccc(Cl)c([N+](=O)[O-])c1` (centres undefined) gave TEAD-YAP block 19, MITF inh 9, FBW7 activator -0.1 and GPR151 activ 0.9.
Screening CCN1CCN(c2c(C=O)c(Cl)nc3ccc(OC)cc23)CC1 returned TEAD-YAP block -5, MITF inh -10, FBW7 activator -0.2 and GPR151 activ 0.7.
Screening CC(=O)Nc1ccc(NC(=O)c2cncc(-c3c(C)nn(C)c3C)c2)cc1 returned TEAD-YAP block -1, MITF inh 4, FBW7 activator 0.0 and GPR151 activ 0.4.
For C=CCNC(=O)c1cc2c(=O)n3cc(C)ccc3nc2n(Cc2cccnc2)c1=N the results were TEAD-YAP block 9, MITF inh 10, FBW7 activator 0.4 and GPR151 activ -0.4.
`COc1ccc(-c2[nH]nc3c2C(c2ccsc2)C(C#N)=C(N)O3)cc1` (centres undefined) gave TEAD-YAP block -14, MITF inh -17, FBW7 activator -0.4 and GPR151 activ 1.1.
For COc1ccc(C2=NN(S(C)(=O)=O)C(c3cc4ccc(OC)cc4nc3Cl)C2)cc1 (centres undefined) the results were TEAD-YAP block 2, MITF inh 13, FBW7 activator -0.1 and GPR151 activ 0.0.
Screening COc1cccc(C(=S)N2CCN(Cc3ccccc3)CC2)c1O returned TEAD-YAP block -1, MITF inh 12, FBW7 activator 0.2 and GPR151 activ 1.6.
For COCCOC(=O)C1=C(N)Oc2c(oc(CO)cc2=O)C1c1cccc(F)c1 (centres undefined) the results were TEAD-YAP block 4, MITF inh -3, FBW7 activator -0.3 and GPR151 activ 0.8.
`CCN1CCCC1CNC(=O)c1nnc(Cc2ccc(F)cc2)o1` (centres undefined) gave TEAD-YAP block -6, MITF inh 2, FBW7 activator -0.1 and GPR151 activ 1.0.
For Cc1cc(C)cc(NC(=O)c2sc3ncn(Cc4ccccc4Cl)c(=O)c3c2C)c1 the results were TEAD-YAP block -8, MITF inh -7, FBW7 activator 0.0 and GPR151 activ 0.5.
CN(C)C(=O)Nc1ccc(C(F)(F)F)cc1 was read as TEAD-YAP block -2, MITF inh 0, FBW7 activator -0.1 and GPR151 activ 2.9.
Cc1ccc(S(=O)(=O)n2nc(C(F)(F)F)c3cnccc32)cc1 was read as TEAD-YAP block 4, MITF inh -12, FBW7 activator 0.1 and GPR151 activ -1.0.
For Cc1cccc(C(=O)NCc2nnc(SCC(=O)N3N=C(c4cccs4)CC3c3ccc(F)cc3)n2-c2cccc(C)c2)c1 (centres undefined) the results were TEAD-YAP block 0, MITF inh -6, FBW7 activator -0.1 and GPR151 activ -0.2.
Screening Cc1ccc(S(=O)(=O)CCc2nnc(NC(=O)c3ccc(C)c([N+](=O)[O-])c3)s2)cc1 returned TEAD-YAP block 2, MITF inh 20, FBW7 activator 0.2 and GPR151 activ -0.2.
Screening Cc1cccc(C)c1N(CCN(C(=O)c1ccccc1)c1c(C)cccc1C)C(=O)c1ccccc1 returned TEAD-YAP block -5, MITF inh 6, FBW7 activator 0.0 and GPR151 activ -2.3.
`Oc1ccccc1/C=N/c1ccnn1-c1ccccc1` gave TEAD-YAP block 32*, MITF inh 9, FBW7 activator 0.3 and GPR151 activ -9.3.
`Cc1nn(Cc2ccccc2)c(C)c1/C=N/NC(=O)Cn1nnc(-c2ccccc2)n1` gave TEAD-YAP block -6, MITF inh 8, FBW7 activator 0.1 and GPR151 activ 1.2.
Screening CC1=NN(c2cccc(C(=O)O)c2)C(=O)/C1=C\c1ccc(-c2ccc(Cl)c(C(=O)O)c2)o1 returned TEAD-YAP block 9, MITF inh 74*, FBW7 activator -0.8 and GPR151 activ 3.1.
Screening CC(C)/C=N/N1C(N)=C(C#N)C(C#N)(C#N)C1C(C)C (centres undefined) returned TEAD-YAP block 2, MITF inh 12, FBW7 activator -0.1 and GPR151 activ 0.1.
Screening CSc1nsc(SC)c1NC(=O)OCC1CCCO1 (centres undefined) returned TEAD-YAP block 3, MITF inh 2, FBW7 activator 0.0 and GPR151 activ 6.6*.
`Cn1c(=O)[nH]c(=O)c2c1nc(N1CCOCC1)n2CCCSc1nc2ccccc2o1` gave TEAD-YAP block 10, MITF inh 7, FBW7 activator 0.0 and GPR151 activ -1.1.
For NC(=O)C1CCN(C(=O)c2cccc(N3C(=O)CCC3=O)c2)CC1 the results were TEAD-YAP block 3, MITF inh -17, FBW7 activator 0.4 and GPR151 activ 1.3.
Screening COc1ccc(C(=O)CN(C(=O)c2ccc(Cl)cc2)N2C(=O)c3ccccc3C2=O)cc1 returned TEAD-YAP block -3, MITF inh 11, FBW7 activator 0.1 and GPR151 activ -1.0.
Screening CCC(=O)NNC(=O)COc1cc(C)c(Cl)c(C)c1 returned TEAD-YAP block 6, MITF inh -10, FBW7 activator 0.1 and GPR151 activ 0.3.
Screening CCOC(=O)Nc1ccc2c(c1)N(C(=O)N(C)C)c1ccccc1CC2 returned TEAD-YAP block -10, MITF inh 2, FBW7 activator 0.0 and GPR151 activ 0.6.
For COc1ccc(C2C(C(=O)OCC3CCCO3)=C(C)NC3=C2C(=O)CCC3)cc1OCc1ccccc1 (centres undefined) the results were TEAD-YAP block 4, MITF inh -5, FBW7 activator 0.0 and GPR151 activ 1.0.
COc1ccc(-c2nc3c(Nc4cc(OC)c(OC)c(OC)c4)ncnc3n2C(C)C)cc1 was read as TEAD-YAP block -10, MITF inh 16, FBW7 activator 0.3 and GPR151 activ -1.6.
For COc1cc([N+](=O)[O-])ccc1-c1ccc(/C=C(\C#N)C(=O)Nc2cccc(C(=O)O)c2)o1 the results were TEAD-YAP block 4, MITF inh -12, FBW7 activator 0.0 and GPR151 activ -0.1.
For CCCc1nnc(SCC(=O)Nc2ccc(C(=O)OC)cc2)n1-n1cccc1 the results were TEAD-YAP block 7, MITF inh 3, FBW7 activator 0.0 and GPR151 activ -0.8.
Screening O=C(CSc1nc2ccccc2s1)NNC(=O)CC1SC(=O)NC1=O (centres undefined) returned TEAD-YAP block 8, MITF inh -6, FBW7 activator 0.0 and GPR151 activ -1.8.
Screening O=C1CCCN1CCCNc1nccc(Nc2ccccc2)n1 returned TEAD-YAP block -39, MITF inh 11, FBW7 activator 0.0 and GPR151 activ 2.2.
`COc1ccccc1C(OC(=O)c1ccco1)C(=O)NCCc1ccccc1` (centres undefined) gave TEAD-YAP block -4, MITF inh 19, FBW7 activator 0.1 and GPR151 activ 0.9.
